POLH inh – qHTS for Inhibitors of Polymerase Eta | DNA polymerase eta (Homo sapiens), Q9Y253 | 1.2% of 390,000 active | Potency, µM (top dose mostly 114 µM), for the others: at the top dose activity change, negative = inhibition, usual class: inhibitors | recombinant Pol eta, fluorescent DNA replication assay; further: on the % scale 0 is the no-effect control and ±100 the full control effect
Target sequence (Q9Y253 whole entry, looked up): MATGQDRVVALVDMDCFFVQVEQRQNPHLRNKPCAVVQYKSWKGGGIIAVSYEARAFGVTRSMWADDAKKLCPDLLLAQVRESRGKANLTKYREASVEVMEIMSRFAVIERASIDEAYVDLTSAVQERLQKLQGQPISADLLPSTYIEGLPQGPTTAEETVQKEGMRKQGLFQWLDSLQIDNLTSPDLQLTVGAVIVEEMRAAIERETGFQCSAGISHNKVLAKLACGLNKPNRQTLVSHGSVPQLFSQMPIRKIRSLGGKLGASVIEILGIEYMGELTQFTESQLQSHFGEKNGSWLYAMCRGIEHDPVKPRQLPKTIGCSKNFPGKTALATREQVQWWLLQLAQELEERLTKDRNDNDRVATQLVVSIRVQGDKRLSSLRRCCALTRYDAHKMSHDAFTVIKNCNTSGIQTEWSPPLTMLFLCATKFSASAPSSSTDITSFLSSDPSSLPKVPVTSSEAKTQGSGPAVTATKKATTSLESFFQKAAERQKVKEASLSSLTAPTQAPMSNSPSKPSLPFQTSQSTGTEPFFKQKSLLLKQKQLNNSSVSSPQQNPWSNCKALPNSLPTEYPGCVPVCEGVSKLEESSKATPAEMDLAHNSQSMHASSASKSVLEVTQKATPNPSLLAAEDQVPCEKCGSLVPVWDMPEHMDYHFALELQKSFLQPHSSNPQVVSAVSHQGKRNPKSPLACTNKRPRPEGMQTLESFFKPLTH
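Pol eta (10 nM) was preincubated with compounds for 15 min at room temperature, after which fluorescent replication substrate (50 nM final) was added to start the reaction. Fluorescence was read kinetically at 0 and 10 min.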
G9a inh – qHTS Assay for Inhibitors of Histone Lysine Methyltransferase G9a; Histone-lysine N-methyltransferase EHMT2 (Homo sapiens), Q96KQ7; G9a H3K9 monomethylation, AlphaScreen, 2 h; Potency, µM (highest dose often 102 µM), without a hit: at the highest dose activity, negative = inhibition, usual class: inhibitors; 8.8% of 350,000 active; AID 504332, 2011; further: on the % scale 0 is the no-effect control and ±100 the full control effect; nearly all actives have a fitted effect of over 75% in size
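Signal arises when biotinylated H3K9 peptide, once monomethylated, bridges streptavidin donor and antibody-captured acceptor beads. Enzyme at 20 nM was preincubated 15 min with test compounds; peptide 500 nM and SAM 20 uM then reacted for 2 h.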
Anesthetic bind – qHTS Assay for Identification of Novel General Anesthetics; apoferritin/1-aminoanthracene competitive binding, fluorescence; Ferritin light chain (Equus caballus), P02791; 0.074% of 350,000 active; AID 485281, 2010; Potency, µM (top dose mostly 77.5 µM), for the others: at the top dose activity change, negative = displacement, most hits filed as inhibitors; further: on the % scale 0 is the no-effect control and ±100 the full control effect; nearly all actives have a fitted effect of over 20% in size
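Read-out: endpoint 1-AMA fluorescence, excitation 380 nm and emission 535 nm, after compounds sit 10 min at room temperature with 10 uM horse-spleen apoferritin in 50% saturated 1-AMA/PBS. Values come from four-parameter Hill fits.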
BAZ2B block – qHTS Assay for Inhibitors of BAZ2B | Potency, µM (highest dose often 114 µM), without a hit: top-dose activity change, negative = inhibition, actives largely listed as inhibitors | Bromodomain adjacent to zinc finger domain protein 2B (Homo sapiens), Q9UIF8 | AlphaScreen BAZ2B-H3K14Ac peptide displacement | 4.4% of 360,000 active; further: on the % scale 0 is the no-effect control and ±100 the full control effect; nearly all actives have a fitted effect of over 60% in size
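BAZ2B 50 nM plus b-H3(5-23)K14Ac 50 nM, PBS pH 7.4/0.01% Tween-20, 30 min RT; compound added (max 110 uM), 30 min RT; streptavidin donor/Ni-chelate acceptor beads 10 ug/mL final, 20 min dark; AlphaScreen read.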
BLM inh – qHTS Assay for Inhibitors of Bloom's syndrome helicase (BLM). 0.2% of 350,000 active. Potency, µM (doses to about 56.1 µM), for the others: at the top dose activity change, negative = inhibition, hits mostly inhibitors. AID 2528, 2010. recombinant BLM DNA unwinding, fluorescence dequenching;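 further: plate controls were vehicle for no effect and no enzyme for full effect; nearly all actives have a fitted effect of over 35% in size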
APEX1 inh – qHTS Assay for Inhibitors of the Human Apurinic/apyrimidinic Endonuclease 1 (APE1). 0.35% of 350,000 active. DNA repair nuclease/redox regulator APEX1 (Homo sapiens), P27695. Potency, µM (doses to about 65.8 µM), inactives show at the highest dose activity change, negative = inhibition, usual class: inhibitors. recombinant APE1, TAMRA/BHQ-2 abasic DNA cleavage fluorescence;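 further: plate controls were vehicle for no effect and reference inhibitor for full effect; nearly all actives have a fitted effect of over 55% in size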
Target sequence (P27695 whole entry, looked up): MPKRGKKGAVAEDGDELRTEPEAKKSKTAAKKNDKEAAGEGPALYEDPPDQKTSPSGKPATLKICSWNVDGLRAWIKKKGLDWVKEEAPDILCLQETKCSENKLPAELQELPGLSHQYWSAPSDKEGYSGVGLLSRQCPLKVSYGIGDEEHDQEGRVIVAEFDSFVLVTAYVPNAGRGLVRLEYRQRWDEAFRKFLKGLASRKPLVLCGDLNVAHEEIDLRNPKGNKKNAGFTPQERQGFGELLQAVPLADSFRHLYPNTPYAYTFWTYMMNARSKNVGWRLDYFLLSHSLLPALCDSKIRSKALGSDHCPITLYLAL
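0.75 nM APE1 + cpd, 15 min RT; start w/ 50 nM TAMRA/BHQ-2 THF-abasic dsDNA; kinetic fluor 525/598 nm ×3 reads @60 s; Δ(read3−read1); normalized to DMSO and NSC13755 control wells.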
POLI inh – qHTS for Inhibitors of Polymerase Iota; DNA polymerase iota (Homo sapiens), Q9UNA4; Pol iota fluorescent replication assay, 10 min; Potency, µM (doses to about 115 µM), for inactives: at the highest dose activity, negative = inhibition, hits mostly inhibitors; 1% of 390,000 active; AID 588590, 2011
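Fluorescent replication assay read twice, at 0 min and 10 min after adding 50 nM (final) substrate. Enzyme (10 nM) and compounds were first incubated 15 min at room temperature; enzyme-free buffer wells were negative controls.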
POLK inh – qHTS for Inhibitors of Polymerase Kappa | DNA polymerase kappa (Homo sapiens), Q9UBT6 | 0.53% of 400,000 active | Potency, µM (doses to about 107 µM), for inactives: top-dose activity, negative = inhibition, actives largely listed as inhibitors | purified Pol kappa, fluorescent DNA synthesis assay, 10 min; further: on the % scale 0 is the no-effect control and ±100 the full control effect
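Kinetic fluorescence readout at 0 and 10 min followed reaction start with substrate at 50 nM final. Beforehand, enzyme (10 nM Pol kappa) stood 15 min with compound at room temperature; buffer-only wells were negative controls.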
Pol beta inh – qHTS Assay for Inhibitors of DNA Polymerase Beta. Potency, µM (titrated, usually from 114 µM), inactives show at the highest dose activity change, negative = inhibition, actives largely listed as inhibitors. Pol beta primer extension/strand displacement, fluorescence kinetic. 1.3% of 340,000 active. AID 485314, 2010. P06746; further: on the % scale 0 is the no-effect control and ±100 the full control effect
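Reaction started by 50 nM substrate onto compound-treated Pol beta (10 nM, 15 min preincubation, room temperature); plates read at 0 min and 10 min. Normalized concentration-effect data fitted by four-parameter Hill equation.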
* marks the source's active call; other numbers are inactive results; u = inconclusive; x = no result given; & = joins results of further samples; ! = not confirmed by another sample; [ ] = dose if it differs, or a comment. The call rests on the fitted dose curve; in most records, active means well fitted curve in the direction sought with a large enough effect; inconclusive means small, poorly fitted or top-dose-only effect, or another doubt; inactive means no such curve, though single readings can be large; an effect the other way counts as inactive or inconclusive. Potency means the concentration at half of the fitted maximal effect. Not all compounds are listed. The share of hits here may be higher or lower than overall.

SMILES	POLH inh	G9a inh	Anesthetic bind	BAZ2B block	BLM inh	APEX1 inh	POLI inh	POLK inh	Pol beta inh
CC[C@H](C)[C@@H](C(=O)N1CCNCC1)n1cc([C@@H](N)Cc2ccc(O)cc2)nn1	-11%	6%[12.7 µM]	-2%	-27%	-1%	-4%	23%	-23%	17%
COCCNC(=S)N(Cc1cccs1)Cc1cc2cccc(C)c2[nH]c1=O	-18%	x	-20%	4%	3%	0%	60%[activator]	4%	57%
Cc1cc(C)c(OCC(=O)Nc2cccc(O)c2)cc1C	-12%	-8%[59 µM]	-9%	6%	-3%	0%	-11%	-2%	-12%
Nc1cc(N)nc(SCC(=O)N2CCN(C(=O)c3ccco3)CC2)n1	-4%	15%	-6%	1%	2%	5%	4%	-2%	1%
CC[C@H](C)C(=O)O[C@H]1C[C@@H](C)C=C2C=C[C@H](C)[C@H](CC[C@@H]3C[C@@H](O)CC(=O)O3)[C@H]21	-3%&-23%	16µM*!	u	-22%&-2%	4%&-6%	21%&-17%&5%&3%	-19%&8%	-6%	24%
CCc1cccc(NC(=O)Cn2c(=O)n3nc(-c4cccc(F)c4)nc3c3ccccc32)c1	8%	-2%[59 µM]	-15%	-2%	-1%	x	-10%	-10%[60.1 µM]	-17%
O=C(NNC(=O)c1ccc2ccccc2c1O)c1ccccc1Cl	-12%	-7%	-3%	3%	0%	7%	-14%	1%	6%
CCCn1c(NCc2ccc(N(C)C)cc2)nc2ccccc21	-21%	50µM*	-19%	u	-1%	11%	10%	0%	45%
COc1cc2[nH]c(=S)nc(NCc3ccc(Cl)cc3)c2cc1OC	-10%	-28%[2.33 µM]	-9%	-21%	-2%	25%	23%	13%	27%
CCS(=O)(=O)Nc1ccc(-c2ccc(NS(=O)(=O)CC)c(OC)c2)cc1OC	-7%	u	5%	31%[activator]	-1%	0%	0%	-1%	-28%
C/C(=N\NC(=O)COc1ccc2ccccc2c1)c1cccs1	-3%	52%[activator]	-22%	-2%	-1%	13%	58%[activator]	13%	30%
COc1cc(C(=O)Oc2c(Sc3ccccc3)c(C)nn2-c2ccccc2)cc(OC)c1OC	-22%	4µM*	-2%	-25%	-5%	x	16%	5%	2%
CNc1nc(SC)nc(N(C)C#N)n1	-12%	1%	-4%	0%	-5%	5%	14%	12%	3%
Cc1cc(N2CCC(C(=O)Nc3ccccc3Cl)CC2)n2nc(C)c(-c3ccc(Cl)cc3)c2n1	-16%	-1%[59 µM]	0%	-5%	2%	x	21%	-7%	0%
Cc1ccc(CCNC(=O)c2cccc(N3CCCC3=O)c2)cc1	9%	x	0%	-7%	0%	12%	2%	-9%	37%

Structures listed so far marked active in G9a inh.
SMILES,POLH inh,G9a inh,Anesthetic bind,BAZ2B block,BLM inh,POLI inh,POLK inh
CC[C@H](C)C(=O)O[C@H]1C[C@@H](C)C=C2C=C[C@H](C)[C@H](CC[C@@H]3C[C@@H](O)CC(=O)O3)[C@H]21,-3%&-23%,16µM*!,u,-22%&-2%,4%&-6%,-19%&8%,-6%
CCCn1c(NCc2ccc(N(C)C)cc2)nc2ccccc21,-21%,50µM*,-19%,u,-1%,10%,0%
COc1cc(C(=O)Oc2c(Sc3ccccc3)c(C)nn2-c2ccccc2)cc(OC)c1OC,-22%,4µM*,-2%,-25%,-5%,16%,5%

Next section.
SMILES	POLH inh	G9a inh	Anesthetic bind	BAZ2B block	BLM inh	APEX1 inh	POLI inh	POLK inh	Pol beta inh
O=S1(=O)c2ccccc2Nc2ccccc21	-26%	20%[0.501 µM]	-3%	-10%	-3%	3%	34%[activator]	-2%	8%
O=P(O)(CCc1ccccc1)C(O)c1ccccc1 (stereo unspecified)	-14%	25%[12.7 µM]	-8%	6%	1%	0%	-29%	-11%	16%
O=C(Nc1ccc(S(=O)(=O)N2CCCCC2)cc1)C1CC1	5%	11%	-12%	8%	-2%	7%	15%	-17%	0%
COC(=O)c1cc2n3ccccc3c(C)c(-c3ccccc3)c-2c1C(=O)OC	-8%	45µM*	-9%	45µM*	0%	-1%	7%	-4%	18%
CC1=C(C#N)C(c2cccnc2)C2=C(CC(C)(C)CC2=O)N1 (stereo unspecified)	-14%	4%	649%[activator]	0%	0%	-1%	-10%	-9%	1%
Cc1ccc(S(=O)(=O)c2nc(S(=O)(=O)CCO)sc2N2CCOCC2)cc1	u	x	2%	-13%	0%	3%	40%[activator]	-17%	20%
NC(=O)c1sc2nccc(Nc3ccccc3)c2c1N	-18%	u	1%	-7%	-4%	-2%	26%	-7%	-14%
O=C(CSc1nnc(-c2ccncc2)n1CC1CCCO1)Nc1nccs1 (stereo unspecified)	3%	u	5%	14%	1%	18%	5%	1%	-1%
CCOc1ccccc1OCCCC(=O)Nc1ccc(OC)nc1	-9%	3%[59 µM]	11%	15%	1%	-4%	36%[activator]	-7%	-3%
CCNc1nc(NCc2ccccc2)nc(SCC(=O)Nc2ccccc2)n1	-3%	29%[59 µM]	-14%	-32%	1%	16%	8%	-22%	27%
COCc1nc(-c2cc(Br)ccc2OC)no1	-9%	9%[59 µM]	-16%	u	-6%	-7%	16%	-16%	32%[activator]
O=C(NCCOc1ccccc1)C1CCC(=O)N(CCCN2CCCC2=O)C1 (stereo unspecified)	0%	2%	-1%	2%	4%	-11%	1%	-12%	13%
CCNc1ccc(C(=O)OCC(=O)NC(=O)NCC(C)C)cc1[N+](=O)[O-]	-20%	3%	-10%	-15%	7%	5%	34%[activator]	5%	-2%
Cc1ccc(CCNC(=O)CSCc2ccc(F)cc2)cc1	-25%	29%	-11%	15%	-5%	-1%	46%[activator]	-3%	-1%
Cc1ccc(C(=O)c2ccccc2C(=O)O)cc1C	-5%	-33%	-3%	-7%	0%	5%	139%[activator]	1%	22%
CCCCn1c(N)c(N(CC(C)C)C(=O)c2oc3ccc(Br)cc3c2C)c(=O)[nH]c1=O	79µM*	-2%[12.7 µM]	x	3%	x	24%	u	-9%	x
COc1cc(NC(=O)c2ccco2)c(OC)cc1NC(=O)CSc1nnc(-c2cccs2)n1C	1%	-21%	327%[activator]	-8%	-8%	1%	u	-5%	u
COc1cccc(NC(=O)N2CCC(C(N)=O)(N3CCCCC3)CC2)c1	-12%	-2%[2.33 µM]	-9%	13%	-2%	-6%	4%	-4%	47%
CC1CCCCC1NC(=O)CSc1nnc(-c2ccncc2)n1CCCN(C)C (stereo unspecified)	-13%	4µM*	-6%	45µM*	-2%	28%	61%[activator]	-4%	-13%
O=C(NCCCN1CCOCC1)c1c(-c2ccccc2)sc2ccccc12	-7%	x	x	x	x	10%	7%	10%	x
COC(=O)c1ccc(OC)c(Cn2c(=O)n(-c3cccc(Cl)c3)c(=O)c3c4c(sc32)CN(C(C)=O)CC4)c1	-23%	7%[59 µM]	-9%	-1%	-11%	x	15%	-3%	0%
COc1ccc(NS(=O)(=O)c2cc(NC(=O)/C=C/c3cc(OC)c(OC)c(OC)c3)ccc2N2CCCCC2)cc1	-15%	u	0%	-5%	-5%	8%	11%	-3%	-2%
c1ccc(COCCN2CCN(CCOCc3ccccc3)CC2)cc1	-4%	-11%	-3%	-25%	0%	5%	12%	-12%	5%
OCCNC1=NCCN1	0%	-46%[12.7 µM]	-6%	-32%	-2%	11%	16%	-6%	1%
COc1cccc(CN(C)C(=O)c2cccc(OCc3ccccc3)c2)c1	u	78%[activator]	1%	61%[activator]	-11%	-11%	100%[activator]	0%	-19%
N=C1C(=O)OCC1c1cc(Cl)ccc1NC(=O)Nc1ccccc1 (stereo unspecified)	-6%	14%[59 µM]	-5%	12%	-1%	u	2%	-15%	19%
CCN(CC)CCCNC(=O)c1nn(-c2ccc(OC)c(Cl)c2)c(=O)c2c1c1ccccc1n2C	-8%	4%[59 µM]	-3%	x	28%	x	6%	-7%	26%
CC(=O)c1ccc(N2CCN(C(=O)c3ccc(NC(=O)C4CCCO4)cc3)CC2)cc1 (stereo unspecified)	-11%	5%[59 µM]	-9%	6%	2%	-1%	18%	-19%	-1%
CCc1nn(CC(=O)NCCCN2CCOCC2)c(=O)c2cc3sccc3n12	-6%	12%	-6%	-13%	2%	23%	-5%	-20%	10%
COc1ccccc1NC(=O)c1cc2ccccc2o/c1=N\O	u	14µM*	u	79µM*	-20%	0%	79µM*	-39%	20µM*
Cc1ccc(C)c(N2CCN(C(=O)c3ccc4c(=O)n(CCc5ccccc5)c(=O)[nH]c4c3)CC2)c1	-13%	-6%[59 µM]	-7%	0%	-1%	x	25%	-18%	-29%
Cc1cccc2cc(-c3ccccc3)c(-c3ccccc3)c[n+]12	4%	1%[59 µM]	-18%	u	-14%	19%	21%	12%	9%
O=C(COC(=O)CNC(=O)c1ccc(Cl)cc1Cl)Nc1ccc(N2CCOCC2)cc1	-9%	-51%	u	-12%	-2%	27%	22%	8%	28%
CC1(C)C(=O)OC(C(=O)c2ccc(C(C)(C)C)cc2)C(C)(C)C1=O (stereo unspecified)	-21%	11%[59 µM]	20µM*	1%	-5%	-8%	7%	-15%	1%
Cc1ccc(NC(=O)C(C)N2CCc3ccccc3C2)cc1 (stereo unspecified)	-12%	11%	4%	-3%	-6%	20%	12%	5%	1%

A draw from above in order of count of non-hydrogen atoms, falling.
SMILES	POLH inh	G9a inh	Anesthetic bind	BAZ2B block	BLM inh	APEX1 inh	POLI inh	POLK inh	Pol beta inh
O=C(COC(=O)CNC(=O)c1ccc(Cl)cc1Cl)Nc1ccc(N2CCOCC2)cc1	-9%	-51%	u	-12%	-2%	27%	22%	8%	28%
COc1ccccc1NC(=O)c1cc2ccccc2o/c1=N\O	u	14µM*	u	79µM*	-20%	0%	79µM*	-39%	20µM*
Cc1ccc(NC(=O)C(C)N2CCc3ccccc3C2)cc1 (stereo unspecified)	-12%	11%	4%	-3%	-6%	20%	12%	5%	1%
